Screens as filed in PubChem BioAssay.
LEDGF integ inh = blocks HIV-1 LEDGF/p75-dependent DNA integration; hit rate 0.64% among 370,000; TR-FRET IN-LEDGF/p75 DNA integration, Eu/Cy5; AID 743269; inhibition, % at 3.7 µM;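 active means inhibition above the screen-wide mean plus 3 SD, cut at about 13% in these data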;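 further: signal is the Cy5 over europium emission ratio at 671 and 618 nm; 0% = plate median of compound wells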
HTRA1 inh = HTRA1 (human) protease inhibition | recombinant HTRA1, FP-rhodamine activity-based probe, fluorescence polarization | Q92743 | AID 504803 | hit rate 0.5% among 340,000 | inhibition, % at 5.96 µM; in the data active means inhibition above about 36%;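 further: 0% = enzyme with DMSO and 100% = wells lacking enzyme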
Target sequence (Q92743 whole entry, looked up): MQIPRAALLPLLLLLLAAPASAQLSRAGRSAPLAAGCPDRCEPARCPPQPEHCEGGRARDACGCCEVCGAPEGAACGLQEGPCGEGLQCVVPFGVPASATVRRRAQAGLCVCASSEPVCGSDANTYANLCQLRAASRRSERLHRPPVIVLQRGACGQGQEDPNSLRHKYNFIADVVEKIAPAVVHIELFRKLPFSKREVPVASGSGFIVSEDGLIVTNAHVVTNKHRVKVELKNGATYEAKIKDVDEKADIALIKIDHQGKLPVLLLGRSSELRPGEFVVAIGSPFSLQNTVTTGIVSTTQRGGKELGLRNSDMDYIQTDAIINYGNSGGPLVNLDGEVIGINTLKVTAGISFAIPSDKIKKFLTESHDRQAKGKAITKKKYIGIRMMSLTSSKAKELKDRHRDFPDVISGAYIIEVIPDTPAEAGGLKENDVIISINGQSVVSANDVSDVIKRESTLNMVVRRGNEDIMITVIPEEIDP
PG9 binder = binds the HIV-1 gp120 antibody PG9. TR-FRET gp120-PG9 antibody binding. inhibition, % at 6.7 µM. hit rate 0.43% among 360,000; in the data active means inhibition above about 8.5%
mABHD4 FP = inhibitors of mouse ABHD4. hit rate 0.54% among 370,000. AID 720543. purified mABHD4, FP-Rh probe fluorescence polarization. inhibition, % at 8.92 µM. Q8VD66;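 active means inhibition exceeding the mean over every tested compound plus 3 SD, cut at about 30% in these data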;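 further: 0% = plate median of compound wells and 100% = S159A mutant with DMSO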
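System: mouse ABHD4 enzyme, wild type / Medium: HEPES pH 7.0, NaCl, Pluronic buffer / Reagent: FP-Rh activity-based fluorescent probe / Control set: S159A mutant high control, sample median low control / Detection: fluorescence polarization with parallel and perpendicular emission, 525/598 nm / Schedule: 45 min + 60 min at 25 °C / Compound dosing: 8.92 µM, single dose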
UHRF1 binding = UHRF1 methyl-DNA binding inhibition | hit rate 0.75% among 370,000 | AID 687016 | Q96T88 | inhibition, % at 4.4 µM | UHRF1 binding to methylated oligo, TR-FRET; in the data active means inhibition above about 21%;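 further: UHRF1 SRA domain binding a hemimethylated CpG hairpin DNA probe; 0% = median of test compound wells and 100% = reference inhibitor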
TDP2 absorb = TDP2 (human) inhibition, absorbance primary screen; O95551; recombinant TDP2, T5PNP hydrolysis, p-nitrophenol absorbance 415 nm; inhibition, % at 12.8 µM; hit rate 0.34% among 370,000;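 active means inhibition above the mean of all tested compounds plus 3 SD, set per campaign, cut at about 25% in these data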;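 further: 0% = DMSO with enzyme and 100% = buffer with substrate but no TDP2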
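Assay system: recombinant human TDP2 / Reagent: T5PNP substrate at 5 mM, a TopII-DNA adduct mimic / Measured by: epi absorbance from released p-nitrophenol / Evaluation: % inhibition relative to enzyme-containing and enzyme-free wells / Control set: enzyme-free and DMSO wells / Replicates: each compound tested once, singlicate / Schedule: enzyme reaction with compound for 2 h at 37 °C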
SIAE inh = inhibitors of human sialic acid acetylesterase SIAE; Q9HAT2; SIAE FP-Rh probe binding, fluorescence polarization; inhibition, % at 9.66 µM; hit rate 0.69% among 370,000; AID 1053197;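 active means inhibition above a cutoff: mean of compounds within the control limits plus 3 SD of those, cut at about 17% in these data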;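 further: 0% = plate median of compound wells and 100% = probe without SIAE protein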
TCR-CD3 inh = human TCR-CD3 binding inhibition; TAMRA-labeled TCR probe fluorescence, biochemical; inhibition, % at 9.4 µM; hit rate 0.37% among 360,000; in the data active means inhibition above about 19%;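 further: recombinant mutant TCR 2C K166C tagged with TAMRA read by polarization; 0% = receptor in buffer alone and 100% = receptor with positive control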
Tn7 DDE FP = DD(E)-Tn7 binding inhibition, primary FP screen; P02675; FP displacement of FITC-Tn7 peptide from fibrin DD(E); 0% = median of compound wells per plate; inhibition, % at 8.3 µM; hit rate 0.13% among 370,000; AID 720508;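 active means inhibition above the mean of compounds falling within the control limits plus 3 SD of them, cut at about 14% in these data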;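 further: 0% = plate median of compound wells and 100% = 10 µM Aha-Tn7 peptide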
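system = human fibrin DD(E) protein | quantity = DD(E) 2 µM final | medium = Tris/NaCl/CaCl2 buffer, pH 7.8 | also added = labelled Tn7 tracer, 0.1 µM | compound dosing = single point at 8.3 µM | timing = compound with protein 10 min, then 3 h after probe, room temperature | signal = FP measurement | benchmarks = Aha-Tn7 high control | repeats = one replicate per compound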
PRMT1 inh = PRMT1 (human) inhibition, primary screen; Q99873; recombinant PRMT1, activity-based probe fluorescence polarization; inhibition, % at 2.79 µM; hit rate 1.3% among 370,000; AID 652257;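 active means inhibition above about 21% made by adding two undisclosed values, limit read from the data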
Target sequence (Q99873 whole entry, looked up): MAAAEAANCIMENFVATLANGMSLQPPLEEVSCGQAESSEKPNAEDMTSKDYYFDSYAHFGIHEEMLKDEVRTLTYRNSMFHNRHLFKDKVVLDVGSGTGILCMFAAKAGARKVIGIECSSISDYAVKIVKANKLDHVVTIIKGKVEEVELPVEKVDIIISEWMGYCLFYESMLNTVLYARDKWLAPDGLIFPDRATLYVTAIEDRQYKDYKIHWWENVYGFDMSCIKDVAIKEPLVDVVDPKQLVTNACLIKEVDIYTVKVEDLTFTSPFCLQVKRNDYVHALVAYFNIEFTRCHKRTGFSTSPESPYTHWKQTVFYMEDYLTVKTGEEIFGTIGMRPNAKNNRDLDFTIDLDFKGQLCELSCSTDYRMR
Active calls of the source: *; / = no result given.

Start of the listing, in advance:
SMILES	LEDGF integ inh	HTRA1 inh	PG9 binder	mABHD4 FP	UHRF1 binding	TDP2 absorb	SIAE inh	TCR-CD3 inh	Tn7 DDE FP	PRMT1 inh
Cc1ccccc1Nc1nnc(SCC(=O)c2cc3ccccc3o2)s1	1	-22	0.0	-65	-1	-8	-14	-4	-5	2
CCCn1c2ccccc2c2nc3ccccc3nc21	0	-23	0.0	-8	-3	3	-9	-3	-5	3
C[C@H](NC(=O)c1nc[nH]c1C(=O)N[C@@H](C)c1ccccc1)c1ccccc1	3	-31	0.4	-8	1	-5	-3	-5	-4	0
Cc1nn(C)c(C(=O)N2CCc3ccccc32)c1Br	3	-1	-0.5	-6	-1	4	3	6	-1	1

The whole of this part (from the top)
SMILES	LEDGF integ inh	HTRA1 inh	PG9 binder	mABHD4 FP	UHRF1 binding	TDP2 absorb	SIAE inh	TCR-CD3 inh	Tn7 DDE FP	PRMT1 inh
Cc1ccccc1Nc1nnc(SCC(=O)c2cc3ccccc3o2)s1	1	-22	0.0	-65	-1	-8	-14	-4	-5	2
CCCn1c2ccccc2c2nc3ccccc3nc21	0	-23	0.0	-8	-3	3	-9	-3	-5	3
C[C@H](NC(=O)c1nc[nH]c1C(=O)N[C@@H](C)c1ccccc1)c1ccccc1	3	-31	0.4	-8	1	-5	-3	-5	-4	0
Cc1nn(C)c(C(=O)N2CCc3ccccc32)c1Br	3	-1	-0.5	-6	-1	4	3	6	-1	1
O=C(CSc1nnnn1C1CCCCC1)NCc1cccc(C(=O)O)c1	-1	0	0.7	2	0	4	5	-2	-3	1
CCC1(c2ccc(F)cc2)NC(=O)N(CC(=O)Nc2ccc(N3CCCCC3)cc2)C1=O (centres undefined)	0	-1	0.1	-6	-5	-10	10	3	-1	-1
Cc1nc2ncnn2c(C)c1CCC(=O)NCCc1ccccc1	2	0	1.6	-4	-1	-10	-11	5	5	0
Nc1ccc2ccc(O)cc2c1	1	7	-0.9	40*	1	-6	19*	4	-4	4
NC(=O)c1ccsc1NC(=O)CSc1nnc2ccccn12	-4	-21	1.8	3	-1	14	-1	1	0	2
Cn1c(NC(=O)C[n+]2cc(-c3ccccc3)n3c2CCC3)cc(=O)n(C)c1=O	-2	3	-1.1	6	7	-3	-2	-6	1	4
Fc1ccc(N2Cc3ccsc3C=N2)cc1	1	-2	-0.8	-2	-2	0	12	-1	1	-3
Cc1ccc(N2CCC(N3CCN(C4CCCCC4)C(CCO)C3)CC2)cc1 (centres undefined)	2	-1	-2.8	-1	3	3	-4	2	-1	-2
CCN1CCN(C(=O)c2ccc3c(=O)n(CCC4=CCCCC4)c(=O)[nH]c3c2)CC1	-1	-10	-1.9	-11	2	-3	-1	3	-3	0
COc1ccc2nc(/N=C/c3cccc(OC)c3O)sc2c1	4	-1	-3.7	8	-8	-2	1	0	-4	-1
COc1ccc(/C=N\NC(=O)C2COc3ccccc3O2)cc1O (centres undefined)	0	6	-2.3	12	-3	-2	7	17	-11	-3
CC1CCCC(C)N1CCCNC(=O)Cn1cc2c(n1)CCCC2 (centres undefined)	-1	-1	0.7	-2	-1	1	3	3	-2	-2
Cc1nc2ccccc2nc1CSc1nnc(N)s1	-1	-4	-1.6	4	0	-12	1	5	3	-3
Cc1ccc(N=C2SCCCN2C(=O)C2=COCCO2)cc1Cl	-7	-7	-0.5	4	1	-8	-2	-2	8	16
C=CCOC(=O)C1=C[C@H](c2coc3ccccc3c2=O)C[C@H](OCc2ccc(CO)cc2)O1	3	-10	0.7	8	4	-2	3	-3	1	1
Clc1ccccc1CSC1=NCCCN1	4	-1	0.5	1	0	2	6	3	-7	0
COCCn1c(N)c(NCc2ccccc2)c(=O)[nH]c1=O	-2	-1	0.1	7	3	5	3	0	8	13
COc1ccc(C2c3[nH]c4ccccc4c3CCN2CCCn2cccn2)cc1C (centres undefined)	3	-3	-1.1	7	-1	-10	5	-2	-3	0
COc1ccc2c(c1OC)C(=O)N(c1ccc(F)cc1)C2	1	6	-0.6	7	4	3	-1	-8	-12	-4
CCOc1ccc(N2C(=O)C(=O)/C(=C(/O)c3ccccc3)C2c2ccccc2[N+](=O)[O-])cc1 (centres undefined)	6	0	-3.9	8	9	-14	-2	-2	-7	14
COc1ccccc1CCC(=O)OCc1csc(CC(=O)Nc2ccccc2C)n1	3	-14	-1.8	21	-2	-16	-6	1	0	-4
CN(CCNC(=O)C1CCCN(c2ncnc3c2nc2n3CCCCC2)C1)Cc1ccccc1 (centres undefined)	2	6	-2.0	1	5	21	3	11	-2	0
CC1(C)CC(NC(=O)C(=O)NCCc2ccccc2)CC(C)(C)N1	-1	2	0.6	9	1	-3	-1	-2	1	4
O=[N+]([O-])c1ccc(-c2cc(-c3ccc(Cl)cc3)n[nH]2)cc1	-2	-14	0.1	-1	10	6	-40	-1	-3	-1
Cc1ccc(S(=O)(=O)Nc2nc(C)cc(NCCN)n2)cc1	-4	-3	-0.3	3	-2	8	4	1	-1	1
O=S1(=O)CC(N2CCN(CCO)CC2)CN1Cc1cn(Cc2cccc(Cl)c2)nn1 (centres undefined)	5	/	-0.7	7	17	5	4	2	-1	-5
C/C(=N\NC(=O)C1(C)CC1(Br)Br)c1ccc(NC(=O)C2CCC2)cc1 (centres undefined)	-1	0	-0.5	3	0	2	-5	-1	5	-1
O=C(C(=O)N1CCN(S(=O)(=O)c2cccc(C(F)(F)F)c2)CC1)c1cccc(C(F)(F)F)c1	1	/	-0.1	-10	3	-7	4	-9	-1	5
COc1cc(Cl)c(CN2CCC(CCC(=O)NC3CC3)CC2)cc1OC	1	-2	-1.0	2	-1	6	-3	-4	-1	0
COc1cccc(CCc2nnc(CCC(=O)NC(C)c3c(C)nn(C)c3C)o2)c1 (centres undefined)	8	4	-1.7	-9	1	2	-3	2	-7	4
O=C(CNCC1CCCO1)Nc1ccccc1-n1cccc1 (centres undefined)	0	1	-2.4	9	1	-2	2	9	5	2
O=C(NCCC(=O)N1CCCC1)c1ccccc1Cl	-1	5	-4.1	-1	-1	-14	-1	2	4	-2
O=C(NCc1cccnc1)c1cccs1	4	3	0.2	-2	22*	7	0	4	1	-3
CN(Cc1cccc(F)c1)C(=O)c1ccc2c(=O)n3c(nc2c1)CCC3	-2	0	-0.7	6	6	0	1	-5	3	4
C#CCN1C=CC(=O)[C@@H](O)[C@H]1c1ccccc1Br	-3	1	0.0	2	-1	0	4	4	4	-2
CCOC(=O)c1[nH]c(C)c(C(=O)c2ccc(C)cc2)c1C	-3	-17	2.2	-2	0	0	0	4	8	1
CC(C)(C)OC(=O)C[C@H]1C/C=C\C[C@H](CC(=O)N(CCO)Cc2ccccc2)C(=O)N2CCC[C@H]2COC1=O	0	-3	1.3	-6	0	11	4	6	3	-4
Cc1ccc(-n2c(SCC(=O)c3ccccc3Br)nnc2-c2ccncc2)cc1	-2	/	/	2	0	1	2	/	0	6
Cc1ccc(-c2cc(C(F)F)nc3sc4c(=O)[nH]cnc4c23)cc1	-4	0	3.0	3	-2	7	4	0	9	1
C/C(=N\OC(=O)c1ccc(OC(C)C)cc1)c1ccc(C)c(C)c1	1	-18	0.4	2	1	1	-3	-1	-1	1
Cn1c(=O)c2c(nc(N3CCOCC3)n2CCNC2=NCCC2)n(C)c1=O	3	1	0.0	-1	-4	11	5	0	11	-5
COc1cccc(/C=N/n2cnc3cc(C)c(C)cc32)c1OC	6	-8	-2.7	-1	-2	-14	-10	1	-3	-1
CC1CCN(C(=O)C2CCN(c3ncnc4c3nc3n4CCCCC3)CC2)CC1	4	3	-1.9	1	0	-2	-4	0	-1	-7
Cc1cccc(N2CCN(C(=O)c3cccc(S(=O)(=O)N4CCOCC4)c3)CC2)c1C	-2	1	-2.5	6	-2	-4	10	5	4	-1
Cn1c(=O)c2sccc2n2c(CCCC(=O)Nc3ccc(F)cc3F)nnc12	1	-2	-1.1	10	1	-7	4	-4	-1	6
CC(NC(=O)c1ccccc1F)c1nnc(SCC(=O)NC2CCCCC2)n1C (centres undefined)	0	2	0.9	-4	-3	15	1	-1	0	0

Next section:
SMILES	LEDGF integ inh	HTRA1 inh	PG9 binder	mABHD4 FP	UHRF1 binding	TDP2 absorb	SIAE inh	TCR-CD3 inh	Tn7 DDE FP	PRMT1 inh
Cc1ccc(OCC(=O)Nc2ccccc2-c2ccccc2)cc1	2	-42	1.2	-14	7	-2	1	-13	2	0
O=C(CSc1nccn1-c1ccccc1)NCc1ccc2c(c1)OCO2	-1	0	-2.9	10	0	-4	3	7	-11	-2
CCOc1cc(C(=O)OC(C)C(=O)Nc2ccccc2OC)ccc1OCC(=O)N1CCOCC1 (centres undefined)	0	7	0.9	-2	1	-4	6	1	4	0
COc1cccc(-n2c(Cc3cc(=O)[nH]c(=O)[nH]3)nnc2SCC(=O)Nc2ccccc2)c1	-3	3	-1.6	-1	0	-12	-6	-13	1	2
O=c1nc(SCc2c(F)cccc2Cl)nc(-c2ccccc2)[nH]1	8	/	2.8	-11	8	-1	0	1	-1	4
CC(C(=O)N1CCN(c2ccccc2)CC1)c1ccc([N+](=O)[O-])cc1 (centres undefined)	-1	5	0.1	-1	2	-4	5	-5	1	0
O=C1NC2=C(C(=O)CCC2)C(c2ccc(OC(F)F)cc2)N1 (centres undefined)	3	-1	2.0	4	-3	14	5	5	-5	0
Cc1ccc(Cc2c(-c3cccc(Br)c3)nc3ccc(C)cn23)cc1	3	/	-0.6	2	20	-2	-8	77*	9	4
COc1ccccc1CNS(=O)(=O)CCNCCc1ccccc1	0	-1	-3.6	0	0	3	7	-3	-5	1
CCC(C)c1ccccc1N1CC(C(=O)N2CCN(C(=O)c3ccco3)CC2)CC1=O (centres undefined)	0	-8	-2.4	-6	2	1	7	-6	4	0
CCN(CC)CCCN=Cc1c(O)n(-c2ccc(C)cc2)c(=O)c2ccccc12	0	-2	-0.6	1	0	-2	1	-1	5	-3
Cc1cc(=O)[nH]c(SCC(=O)N2CCC(C(N)=O)CC2)n1	6	0	-1.1	-1	1	3	0	-11	-2	3
CC(OC(=O)Cn1nnc2ccccc21)C(=O)NC1CCCC1 (centres undefined)	-4	4	-1.0	1	0	-5	-7	5	3	-1
CN(C)S(=O)(=O)c1ccc(S(=O)(=O)N2CCCC(C(=O)NC3CCCC3)C2)cc1 (centres undefined)	-1	-5	-1.6	-3	-2	16	2	3	-2	0
COc1ccc2[nH]c(=O)c(CN(C(=O)C(C)C)c3ccccc3OC)cc2c1	19*	3	-4.0	2	2	10	0	5	-3	1
CCC(C(=O)O)n1nc(-c2ccccc2)c2cc(Cl)ccc21 (centres undefined)	-2	-1	0.7	0	1	-1	-7	-1	-5	3
O=C(CCCCC(=O)Nc1ccccc1)Nc1ccccc1	0	-17	0.4	-3	1	5	3	0	4	-3
